Compound activity as filed in PubChem BioAssay.
JMJD2A Tudor inh – JMJD2A Tudor domain (human) inhibition; AlphaScreen JMJD2A-Tudor / H3K4me3 peptide binding; O75164; 390,000 tested, 4.4% active; AID 504339; Potency, µM (titrated, usually from 114 µM), for the others: top-dose activity change, negative = inhibition, most hits filed as inhibitors; note: % is set by controls: 0 for no effect and ±100 for the full control effect; nearly all actives have a fitted effect of over 50% in size
APEX1 inh – blocks human APE1 abasic DNA cleavage; recombinant APE1, TAMRA/BHQ-2 abasic DNA cleavage fluorescence; P27695; 350,000 tested, 0.35% active; AID 2517; Potency, µM (top dose mostly 65.8 µM), inactives show at the highest dose activity change, negative = inhibition, usual class: inhibitors;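 note: plate controls were vehicle for no effect and reference inhibitor for full effect; nearly all actives have a fitted effect of over 55% in size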
Target sequence (P27695 whole entry, looked up): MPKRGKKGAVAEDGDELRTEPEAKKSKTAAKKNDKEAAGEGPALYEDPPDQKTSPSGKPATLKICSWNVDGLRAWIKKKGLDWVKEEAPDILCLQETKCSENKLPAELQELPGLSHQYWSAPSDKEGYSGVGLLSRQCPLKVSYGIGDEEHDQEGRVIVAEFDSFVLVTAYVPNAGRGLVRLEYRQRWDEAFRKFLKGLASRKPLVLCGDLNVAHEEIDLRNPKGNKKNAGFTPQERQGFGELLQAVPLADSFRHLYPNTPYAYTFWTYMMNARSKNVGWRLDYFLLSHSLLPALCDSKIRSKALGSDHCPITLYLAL
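Activity was derived from the fluorescence gain between first and third kinetic reads (60 s intervals, ex 525/em 598 nm) after 50 nM THF-abasic TAMRA/BHQ-2 duplex was added to 0.75 nM APE1 preincubated 15 min with compound.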
BLM helicase inh – Bloom syndrome helicase (human) inhibition. P54132. recombinant BLM DNA unwinding, fluorescence dequenching. Potency, µM (titrated, usually from 56.1 µM), for the others: at the top dose activity change, negative = inhibition, most hits filed as inhibitors. 350,000 tested, 0.2% active. AID 2528;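 note: plate controls were vehicle for no effect and no enzyme for full effect; nearly all actives have a fitted effect of over 35% in size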
POLI inh – blocks human DNA polymerase iota activity. Q9UNA4. Pol iota fluorescent replication assay, 10 min. Potency, µM (highest dose often 115 µM), inactives show at the top dose activity, negative = inhibition, hits mostly inhibitors. 390,000 tested, 1% active. AID 588590
Target sequence (Q9UNA4 whole entry, looked up): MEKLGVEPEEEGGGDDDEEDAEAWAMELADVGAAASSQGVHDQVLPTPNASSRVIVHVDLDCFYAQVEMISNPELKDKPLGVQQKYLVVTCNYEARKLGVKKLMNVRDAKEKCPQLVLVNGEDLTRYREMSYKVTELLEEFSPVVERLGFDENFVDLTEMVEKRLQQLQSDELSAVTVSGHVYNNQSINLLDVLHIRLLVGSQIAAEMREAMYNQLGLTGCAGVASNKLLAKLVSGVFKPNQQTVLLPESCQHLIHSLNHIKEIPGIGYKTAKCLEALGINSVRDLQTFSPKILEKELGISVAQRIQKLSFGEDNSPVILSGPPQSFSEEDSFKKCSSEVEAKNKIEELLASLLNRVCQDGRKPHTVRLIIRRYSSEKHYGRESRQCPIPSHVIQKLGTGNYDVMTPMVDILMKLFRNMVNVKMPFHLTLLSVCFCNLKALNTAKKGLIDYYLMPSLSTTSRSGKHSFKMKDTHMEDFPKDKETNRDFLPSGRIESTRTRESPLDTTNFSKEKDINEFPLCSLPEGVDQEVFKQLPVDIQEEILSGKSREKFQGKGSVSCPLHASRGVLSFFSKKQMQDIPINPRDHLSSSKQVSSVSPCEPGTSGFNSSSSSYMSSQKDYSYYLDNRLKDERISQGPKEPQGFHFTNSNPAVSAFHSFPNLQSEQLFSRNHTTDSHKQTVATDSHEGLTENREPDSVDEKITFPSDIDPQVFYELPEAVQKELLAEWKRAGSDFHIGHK
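Pol iota at 10 nM preincubated 15 min with compounds at room temperature; reaction started with fluorescent substrate, 50 nM final. Fluorescence read kinetically at 0 and 10 min; buffer-only wells as negative control.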
BAZ2B block – inhibitors of human BAZ2B bromodomain; AlphaScreen BAZ2B-H3K14Ac peptide displacement; Q9UIF8; Potency, µM (highest dose often 114 µM), for inactives: top-dose activity change, negative = inhibition, actives largely listed as inhibitors; 360,000 tested, 4.4% active; note: % is set by controls: 0 for no effect and ±100 for the full control effect; nearly all actives have a fitted effect of over 60% in size
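BAZ2B 50 nM plus b-H3(5-23)K14Ac 50 nM, PBS pH 7.4/0.01% Tween-20, 30 min RT; compound added (max 110 uM), 30 min RT; streptavidin donor/Ni-chelate acceptor beads 10 ug/mL final, 20 min dark; AlphaScreen read.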
G9a inh – blocks human histone lysine methyltransferase G9a | Q96KQ7 | G9a H3K9 monomethylation, AlphaScreen, 2 h | Potency, µM (top dose mostly 102 µM), inactives show top-dose activity, negative = inhibition, most hits filed as inhibitors | 350,000 tested, 8.8% active | AID 504332; note: % is set by controls: 0 for no effect and ±100 for the full control effect; nearly all actives have a fitted effect of over 75% in size
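Chemiluminescent proximity detection of H3K9 monomethylation, read after 10 min bead incubation in the dark. Reaction: 20 nM G9a, 500 nM biotin-H3K9 peptide, 20 uM SAM cofactor, 2 h, room temperature, following 15 min enzyme-compound preincubation.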
Pol kappa inh – blocks human DNA polymerase kappa activity. Potency, µM (top dose mostly 107 µM), for inactives: at the top dose activity, negative = inhibition, usual class: inhibitors. 400,000 tested, 0.53% active. AID 588579. purified Pol kappa, fluorescent DNA synthesis assay, 10 min; note: % is set by controls: 0 for no effect and ±100 for the full control effect
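10 nM Pol kappa was preincubated with compounds for 15 min at room temperature. Reaction started with 50 nM (final) substrate. Fluorescence read kinetically at 0 and 10 min.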
Pol beta inh – blocks human DNA polymerase beta activity | P06746 | Pol beta primer extension/strand displacement, fluorescence kinetic | Potency, µM (highest dose often 114 µM), for the others: at the top dose activity change, negative = inhibition, most hits filed as inhibitors | 340,000 tested, 1.3% active; note: % is set by controls: 0 for no effect and ±100 for the full control effect
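Reaction started by 50 nM substrate onto compound-treated Pol beta (10 nM, 15 min preincubation, room temperature); plates read at 0 min and 10 min. Normalized concentration-effect data fitted by four-parameter Hill equation.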
POLH inh – DNA polymerase eta (human) inhibition. recombinant Pol eta, fluorescent DNA replication assay. Potency, µM (highest dose often 114 µM), for the others: top-dose activity change, negative = inhibition, usual class: inhibitors. 390,000 tested, 1.2% active. AID 588591; note: % is set by controls: 0 for no effect and ±100 for the full control effect
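Pol eta at 10 nM preincubated with compounds 15 min at room temperature; reaction started with fluorescent substrate (50 nM final) and read kinetically at 0 and 10 min.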
* hit, by the source's call; ? = inconclusive; · = no result given; & = joins results of further samples; ! = repeats disagree; [ ] = dose if it differs, or a comment. Calls come from the whole dose curve; as a rule, active = well fitted curve in the direction sought with a large enough effect; inconclusive = small, poorly fitted or top-dose-only effect, or another doubt; inactive = no such curve, though single readings can be large; an effect the other way counts as inactive or inconclusive. Potency is the fitted concentration of half-maximal effect. An excerpt; rates above refer to the full screens.

SMILES	JMJD2A Tudor inh	APEX1 inh	BLM helicase inh	POLI inh	BAZ2B block	G9a inh	Pol kappa inh	Pol beta inh	POLH inh
c1ccc2c(CNC3CCCCCC3)c[nH]c2c1	-26%	4%	3%	-4%	-32%	?	-8%	-19%	-13%
N#CC[N+]1(CCCNP2(=O)C=C(c3ccccc3)OC(c3ccccc3)=C2)CCOCC1	-4%	-8%	-2%	-8%	-16%	?	-12%	3%	6%
FC(F)(F)c1ccc(CNCCc2c[nH]c3ccccc23)cc1	?	28%	-1%	-3%	?	13%	-17%	-1%	-12%
COC(=O)C1=C(c2c(C)noc2C)C[C@@H]2CC[C@H]1N2C(=O)NCc1ccc(F)cc1	-12%	-4%	·	-15%	6%	20%[2.33 µM]	0%	·	-21%
O=C(O)c1cc[c]([Hg][Cl])cc1	0.89µM*	17%&-5%	·	1.8µM*	1.3µM*	1µM*!	-4%[60.1 µM]	14µM*	-11%
O=Cc1cn(Cc2ccc(F)cc2Cl)c2ccccc12	26%	8%	-9%	59%[activator]	11%	42%[59 µM]	-11%	-14%	-9%
Cc1nc2ccc(P(=O)(O)O)cc2s1	·	-3%	-2%	·	?	45µM*	·	-23%	·
COC(=O)C(c1ccccc1)C1CCCCN1 (stereo unspecified)	·	0%	6%	·	·	15%[59 µM]	-12%[60.1 µM]	·	·
C=CCn1c(O)c(C(CC)=NC(C)c2ccccc2)c(=O)[nH]c1=O (stereo unspecified)	-13%	-7%	-3%	0%	39%[57.1 µM]	12%[59 µM]	-13%	17%	-10%
COc1c(C)cc(C(=O)C2CCCN(Cc3cnc(C)s3)C2)cc1C (stereo unspecified)	-25%	12%	-4%	11%	-13%	·	-13%	0%	-12%

Full records as entered above. Values in the order: JMJD2A Tudor inh | APEX1 inh | BLM helicase inh | POLI inh | BAZ2B block | G9a inh | Pol kappa inh | Pol beta inh | POLH inh
c1ccc2c(CNC3CCCCCC3)c[nH]c2c1 is listed as -26% | 4% | 3% | -4% | -32% | ? | -8% | -19% | -13%
O=C(O)c1cc[c]([Hg][Cl])cc1 is listed as 0.89µM* | 17%&-5% | · | 1.8µM* | 1.3µM* | 1µM*! | -4%[60.1 µM] | 14µM* | -11%
C=CCn1c(O)c(C(CC)=NC(C)c2ccccc2)c(=O)[nH]c1=O (stereo unspecified) is listed as -13% | -7% | -3% | 0% | 39%[57.1 µM] | 12%[59 µM] | -13% | 17% | -10%
Cc1nc2ccc(P(=O)(O)O)cc2s1 is listed as · | -3% | -2% | · | ? | 45µM* | · | -23% | ·
COC(=O)C1=C(c2c(C)noc2C)C[C@@H]2CC[C@H]1N2C(=O)NCc1ccc(F)cc1 is listed as -12% | -4% | · | -15% | 6% | 20%[2.33 µM] | 0% | · | -21%

(continued)
SMILES	JMJD2A Tudor inh	APEX1 inh	BLM helicase inh	POLI inh	BAZ2B block	G9a inh	Pol kappa inh	Pol beta inh	POLH inh
Cc1cc(C=O)c(C)n1C(C)C	-11%	1%	-3%	110%[activator]	-1%	?	4%	1%	-18%
COc1ccc(NC(=O)CCc2nc(C3=CCN(Cc4cccc(Cl)c4)CC3)no2)c(OC)c1	?	·	-6%	-19%	?	?	-12%[60.1 µM]	0%	-12%
Nc1c2c(nc3sc4c(c13)CCCC4)CCCC2	-8%	12%	9%	48%[activator]	-11%	·	3%	25%	-12%
c1ccc(C2NCc3ccccc3-n3cccc32)cc1 (stereo unspecified)	?	2%	0%	-7%	?	?	-23%	8%	-5%
CC(=NCc1ccco1)c1c(O)n(-c2ccccc2C)c(=O)[nH]c1=O	-13%	15%	-4%	7%[58.9 µM]	-5%	·	-21%	29%	-8%
CNS(=O)(=O)c1ccc(-c2ccc(C=C3C(=O)NC(=O)NC3=O)o2)cc1	-25%	3%	-1%	22µM*	?	8.9µM*	3%	?	-8%
COc1ccc(NS(=O)(=O)c2cc(N=Nc3c(O)[nH]c(=O)[nH]c3=O)ccc2Cl)cc1	-21%	-17%	·	53%[activator]	·	·	-34%	·	-10%
O=C(c1ccc2c3c(cccc13)CC2)C1CCCN(CC2CC2)C1 (stereo unspecified)	-19%	2%	128%[activator]	53%[activator]	11%	-8%	-5%	3%	-20%
Cc1ccc(S(=O)(=O)N(C)N=O)cc1	-26%	-7%	·	-13%	-3%	-12%[59 µM]	-2%	·	1%
CC(=O)Nc1ccccc1C(=O)OCC(=O)c1ccc2c(c1)OCCO2	-8%	11%	4%	177%[activator]	1%	-44%	-13%	21%[57.1 µM]	1%
CC/C(=N\NC(=S)Nc1ccccc1)c1c(O)[nH]c(=O)[nH]c1=O	-9%	-8%	-3%	-6%	-5%	-131%[59 µM]	-10%	2%	-6%
O=[N+]([O-])/C=C1/NCCN1Cc1ccc(Cl)nc1	-5%	-6%	-2%	34%[activator]	1%	·	-6%	40%	7%
Cc1cc(N2C(=O)C3CCCN3C2c2ccc(Cl)c(Cl)c2)no1 (stereo unspecified)	-18%[57.1 µM]	1%	0%	24%	9%	?	-6%	19%	-9%
COC(=O)c1ccc2[se]c(CC3CCCCC3)c(I)c2c1	·	-2%	-4%[75.6 µM]	·	·	-2%[59 µM]	-13%[60.1 µM]	·	·
COc1ccccc1CCNC1CCC(C(C)(C)C)CC1 (stereo unspecified)	-18%	-9%	1%	13%	22%	?	-6%	8%	-9%
CCCCC(=O)N/N=C/c1c(O)n(CC)c(=S)n(CC)c1=O	?	5%	-10%	46%[activator]	19%	?	-2%	5%	-7%
O=C(CCCc1nc(-c2ccc(Cl)cc2)no1)NCC1CCCO1 (stereo unspecified)	-8%	37%[activator]	-6%	140%[activator]	-2%	-8%	1%	0%	-21%
NCCCP(=O)(O)O	·	-7%	·	4%[58.9 µM]	·	-7%[59 µM]	-4%[60.1 µM]	9%[57.1 µM]	-2%[57.1 µM]
C[C@]12CC(=O)CC1CCC1C2CC[C@@]2(C)C1CC[C@@H]2O (stereo partly specified)	-22%	-9%	2%	-15%	-20%	20%	-16%	5%	-12%
Cc1ccc2c(c1)C1C[N+](C)(CC(=O)c3ccc(Cl)cc3Cl)CCC1N2C(=O)c1ccc(F)cc1 (stereo unspecified)	16µM*	34%	·	13%	·	·	-26%	·	-19%
O=C(NC(=O)c1ccccc1Cl)Nc1ccc(OC(F)(F)F)cc1	·	3%	-7%	·	·	-10%[2.33 µM]	-9%[60.1 µM]	·	·
COc1ccccc1C1Nc2ccccc2-n2c(-c3ccccc3)c3c(=O)n(C)c(=O)n(C)c3c21 (stereo unspecified)	-26%	·	-7%	14%	-23%	?	-2%	-15%	-16%
CN1CCc2cc(O)cc3c2[C@H]1Cc1ccc(O)c(O)c1-3	7.9µM*	·	·	-20%	·	1.7µM*	-6%[60.1 µM]	·	5%
CCN(CC)S(=O)(=O)c1cccc(N=Nc2c(O)n(CC)c(=S)n(CC)c2=O)c1	20µM*	3%	7%	19%	?	?	7%	?	-20%
O=S(=O)(c1ccc(F)cc1)N1CCCC1c1cccnc1 (stereo unspecified)	-20%	-2%	-1%	-21%	7%	?	4%	-3%	-3%
COC(=O)C1=C(c2cccc(OCc3ccccc3)c2)C[C@@H]2CC[C@H]1N2C(=O)NCc1cc(C)oc1C(F)(F)F	-21%	-7%	·	28%	2%	3%[0.501 µM]	-5%	·	-14%
COc1ccc(N2CCN(c3ncnc4c3nc3n4CCCCC3)CC2)cc1	?	·	-4%	15%	?	11µM*	-6%	29%	-7%
Cc1cc(C)cc(OCC(=O)Nc2ccc(Cl)cc2C(=O)c2ccccc2)c1	-9%	·	-2%	11%	-7%	4%[59 µM]	7%	17%	-4%
CC(C)n1c(O)c(C2c3cc(Cl)ccc3Oc3[nH]c(=O)n(C(C)C)c(=O)c32)c(=O)[nH]c1=O (stereo unspecified)	-16%	0%	0%	16µM*	-24%	4.5µM*	-7%	8%	?
CCOC(=O)C1=C(C)OC(N)=C(C#N)C12C(=O)N(C)c1ccccc12 (stereo unspecified)	-10%	-2%	1%	14%	-15%	24%[0.0925 µM]	11%	-3%	-10%
O=P1(Oc2ccccc2)C[C@@H](O)[C@@H](O)[C@H](COCc2ccccc2)O1 (stereo partly specified)	-2%	-3%	0%	8%	0%	?	1%	4%	-5%
CCCn1ncc(CN2CCCC(C(=O)c3cccc(OC)c3)C2)c1C (stereo unspecified)	-4%	0%	5%	?	-14%	2%	-2%	0%	-16%
C[C@]12CCC3C(CC[C@H]4C[C@H](OC(=O)c5cccnc5)CC[C@]34C)C1CCC2=O (stereo partly specified)	-21%	-17%	·	-3%	·	·	-1%	·	-18%
C[C@]12CC[C@@H]3c4ccc(O)c(O)c4CC[C@H]3[C@@H]1CC[C@@H]2O	8.9µM*	-3%	-15%	?	56µM*	?	-4%	1%	-10%
COC(=O)C1=C(c2ccc(OC)c(OC)c2)C[C@@H]2CC[C@H]1N2C(=O)N1CCOCC1	-9%	-4%	·	-9%	1%	-6%[2.33 µM]	8%	·	-6%
COc1ccc(CN2CCN(c3ccccc3F)CC2)c(OC)c1	·	-3%	-3%	·	50µM*	11µM*	·	23%	·
COc1cccc(CN2CCN(C(=O)COc3ccc4ccccc4c3)CC2)c1	-28%	1%	-2%	2%	-27%	?	-6%	15%	-16%
CC(=NCCN1CCCCC1)c1c(O)[nH]c(=O)[nH]c1=O	-4%	0%	0%	4%	-26%	?	-10%	-23%	4%
Cc1cccc(CN(C)C)c1OC(=O)N(C)C	4%	1%	2%	-6%	-35%	?	-10%	1%	-16%
C/C=C/CC1(CC)C(=O)NC(=S)NC1=O	-1%	13%	1%	-8%	-3%	-10%	-18%	47%	-5%
O=C(Cc1ccc(Cl)c(Cl)c1)N1CCCCC1CN1CCCC1 (stereo unspecified)	·	-1%&4%	·	-9%[58.9 µM]	·	27µM*	5%[60.1 µM]	-4%[57.1 µM]	1%[57.1 µM]
N#CCCn1cc(C(=O)NCc2ccccc2)c(-c2ccc3c(c2)OCCO3)n1	0%	0%	-5%	164%[activator]	-5%	-6%[12.7 µM]	5%	7%	-14%
CC(=O)OC1CCC2(C)C(=CC(=O)C3C2CCC2(C)C(OC(C)=O)CCC32)C1 (stereo unspecified)	-11%	·	·	21%	·	·	-10%	·	-12%
O=S(=O)(c1ccc(O)cc1)c1ccc(O)cc1	-12%	33%[activator]	-4%	-4%	0%	-3%	-12%	3%	1%
O=C(O)CCCCC1SCC2NC(=O)NC21 (stereo unspecified)	11µM*	-1%&6%&0%	0%&0%&1%	-9%	0.79µM*	7.9µM*!	-3%[60.1 µM]	-19%&-1%	10%
